Source: PubChem
Rtt109 Vps75: blocks Candida albicans Rtt109/Vps75 acetyltransferase activity; purified Rtt109/Vps75, ThioGlo CoA-SH fluorescence, 4 h; Q5AAJ8; inhibition, % at 34.9 µM; 0.16% of 330,000 active;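 active means inhibition of at least 50% in every replicate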
Target sequence (Q5AAJ8 whole entry, looked up): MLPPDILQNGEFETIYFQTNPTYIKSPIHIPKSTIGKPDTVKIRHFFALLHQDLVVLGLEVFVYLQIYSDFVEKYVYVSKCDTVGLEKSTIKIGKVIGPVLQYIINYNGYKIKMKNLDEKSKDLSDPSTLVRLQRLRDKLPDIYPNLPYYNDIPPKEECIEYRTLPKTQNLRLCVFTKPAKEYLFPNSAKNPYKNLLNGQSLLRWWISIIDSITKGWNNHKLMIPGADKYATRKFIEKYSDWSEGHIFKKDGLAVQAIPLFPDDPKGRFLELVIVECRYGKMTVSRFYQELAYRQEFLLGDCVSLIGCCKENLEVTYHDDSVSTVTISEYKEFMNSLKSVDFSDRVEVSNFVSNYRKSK
Keap1-Nrf2 PPI: inhibitors of human Keap1-Nrf2 protein-protein interaction; Q14145; Keap1 Kelch-Nrf2 peptide fluorescence polarization, 1536-well; inhibition, % at 9.4 µM; 0.15% of 340,000 active; AID 504523; in the data active means inhibition above about 12%;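 further: human Keap1 Kelch domain with fluorescein labeled Nrf2 9mer peptide probe; 0% = neutral control wells and 100% = peptide positive control; higher means more block of Keap1 binding to Nrf2 peptide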
CAL PDZ FP-1: human CAL PDZ-peptide interaction inhibition | AID 504414 | purified CAL PDZ, TMR-peptide fluorescence polarization, 1 h | 0.02% of 330,000 active | inhibition, % at 20 µM | Q9HD26;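 active means highest replicate inhibition of at least 40%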;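 further: plate controls were DMSO neutral control wells for no effect and unlabeled competitor peptide control wells for full effect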
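material = purified tagged CAL PDZ domain construct (CerCALP) | buffer or medium = sodium phosphate/NaCl buffer pH 7.4 with TCEP, IgG, Thesit | reagent = TMR-labelled reporter peptide T*-PRC34 bound in PDZ groove | incubation = 1 h room-temperature incubation prior to read | measured by = fluorescence polarization (mP) | evaluation = percent inhibition from loss of millipolarization | control set = unlabelled peptide and DMSO controls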
PKA-R2B activ: activators of human PKA-R2B complex | P22694+P31323 | PKA-R2B holoenzyme dissociation, Cy5-IP20 fluorescence polarization; R2B truncated from residue 108, S112A mutant; 0% DMSO only, 100% 113 µM cGMP | activation, % at 11.4 µM | 0.079% of 340,000 active;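 active means activation above a cutoff set at the mean over all compounds plus 3 SD, cut at about 18% in these data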;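 further: higher means more holoenzyme dissociation and a rise in polarization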
Target sequence (P31323 whole entry, looked up, other chains not shown, the tested form may be a part): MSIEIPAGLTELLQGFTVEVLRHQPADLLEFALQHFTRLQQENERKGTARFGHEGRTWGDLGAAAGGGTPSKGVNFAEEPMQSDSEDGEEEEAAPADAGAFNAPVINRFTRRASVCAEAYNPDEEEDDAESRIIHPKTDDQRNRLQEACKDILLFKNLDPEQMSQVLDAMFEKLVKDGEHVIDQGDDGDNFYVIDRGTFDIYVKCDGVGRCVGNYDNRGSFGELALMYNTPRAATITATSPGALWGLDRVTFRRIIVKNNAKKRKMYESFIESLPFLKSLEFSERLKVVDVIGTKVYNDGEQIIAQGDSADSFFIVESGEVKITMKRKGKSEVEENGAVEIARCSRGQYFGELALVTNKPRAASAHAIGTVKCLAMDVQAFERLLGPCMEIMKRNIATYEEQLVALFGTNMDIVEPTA
RTF Ca sens inh: cardiac RTF calcium desensitization | 0.12% of 340,000 active | P19429+P45379 | IANBD-labeled cardiac RTF, Ca2+ fluorescence | inhibition, % at 7.15 µM;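 active means inhibition above the mean inhibition of all tested compounds plus 3 SD, cut at about 17% in these data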;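 further: assay run at fixed EC70 calcium of 1.6 mM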
DAGLB inhibitor: diacylglycerol lipase beta (human) inhibition. 0.059% of 340,000 active. AID 504411. inhibition, % at 5.17 µM. HEK293T DAGLB membrane lysate, EnzChek fluorogenic substrate. Q8NCG7; in the data active means inhibition above about 34%;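 further: 0% = enzyme with vehicle and 100% = wells lacking enzyme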
LANA DNA inh: blocks KSHV LANA C-terminal domain binding to DNA | inhibition, % at 9 µM | MBP-C-LANA/FAM-LBS DNA binding, fluorescence polarization | 0.078% of 340,000 active;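 active means highest replicate inhibition at or above 60% at 9 µM, even if other replicates fall short; inactive means all replicates below 60% inhibition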;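 further: 0% = neutral control wells and 100% = 4 µM acridine orange control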
CAL PDZ FP-2: inhibitors of human CAL PDZ peptide binding; purified CAL PDZ, TMR-peptide fluorescence polarization, 1 h; inhibition, % at 24.9 µM; 0.92% of 300,000 active; AID 602252;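 active means mean inhibition of at least 30% with at least half of replicates also reaching 30%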;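 further: 0% = DMSO neutral control and 100% = excess unlabeled competitor peptide PRC23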
cardiac RTF act: cardiac RTF calcium sensitization; P19429+P45379; IANBD-labeled TnC RTF fluorescence at EC20 calcium; 0% EC20 calcium, 100% full calcium; activation, % at 7.2 µM; 0.24% of 340,000 active; AID 493008;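 active means activation above the mean over all tested compounds plus 3 SD, cut at about 30% in these data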;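 further: rise in fluorescence read as greater calcium sensitivity of cardiac thin filaments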
SR-BI uptake up: SR-BI HDL lipid transfer activation | AID 504775 | 0.096% of 320,000 active | activation, % at 12.5 µM | CHO ldlA[mSR-BI] cells, DiI-HDL uptake fluorescence, 3 h; 100 = double the neutral-control signal;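 active means mean replicate activation of at least 60% and every replicate at or above 60%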;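 further: 0% = median plate neutral-control signal and 100% = twice that signal; values of inactives mirror those of a sister screen read the other way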
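system = CHO ldlA[mSR-BI] cells, LDL receptor-null, SR-BI overexpressing | medium = Ham's F12 with 0.5% BSA, HEPES 25 mM, pH 7.4 | probe or stimulus = DiI-HDL 10 µg/mL | compound dosing = single-point compound dose | incubation = compound exposure 3 h, 37 °C | technique = DiI fluorescence, bottom read | read-out = cell-associated DiI fluorescence as measure of HDL uptake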
Numbers without * were called inactive; . = no result given.

| nr | mol | PKA-R2B activ | Keap1-Nrf2 PPI | Rtt109 Vps75 | DAGLB inhibitor | CAL PDZ FP-1 | cardiac RTF act | RTF Ca sens inh | SR-BI uptake up | CAL PDZ FP-2 | LANA DNA inh |
| --- | --- | --- | --- | --- | --- | --- | --- | --- | --- | --- | --- |
| 1 | O=C(Cc1cccc(NC(=O)C2CCCN(C(=O)CCc3ccccc3)C2)c1)Nc1ccc(C(=O)N2CCOCC2)cc1 (stereo not given) | 14 | -7 | 1 | 0 | -1.7 | -4 | -2 | -48 | -7 | -1.0 |
| 2 | COCCCNC(=S)N1CCN(c2nc(-c3ccccc3)cs2)CC1 | 9 | -3 | 10 | -3 | -0.5 | 1 | -4 | -19 | 0 | -0.6 |
| 3 | Cc1nc(SCC#N)c2c3c(sc2n1)CCC3 | 0 | -3 | -4 | 0 | -2.9 | 2 | -1 | . | 4 | -2.5 |
| 4 | CCC(C)n1c(SCC(=O)Nc2cc(C)on2)nc2ccccc2c1=O (stereo not given) | -9 | -3 | 3 | -4 | -2.5 | 4 | -10 | 5 | -5 | 1.5 |
| 5 | CCOC(=O)N/N=C\c1ccc(OC/C=C/c2ccccc2)c(OC)c1 | -2 | 1 | 5 | -6 | -1.9 | -2 | -5 | -16 | 0 | 0.5 |
| 6 | Cc1ccc(S(=O)(=O)c2nc(N3CCOCC3)sc2Cl)cc1 | 7 | -6 | -4 | 0 | -1.0 | 2 | -1 | 17 | . | 1.1 |
| 7 | COc1cc(-c2[nH]ncc2CN2CCCC2c2nonc2C)cc(OC)c1OC (stereo not given) | 3 | 2 | -1 | -1 | -1.1 | -6 | 7 | 14 | -1 | -0.4 |
| 8 | CCCSc1nc(C)c(C(C)=O)cc1C#N | -9 | -2 | 2 | -6 | -1.5 | -4 | 1 | 23 | 1 | 0.9 |
| 9 | O=C(COc1ccc(Cl)cc1Br)NC(=O)NC1CCCC1 | -10 | -1 | 7 | -4 | 0.5 | 4 | 0 | -34 | -5 | 0.1 |
| 10 | Cc1ccc(C(=O)NCCc2nc3ccccc3[nH]2)cc1[N+](=O)[O-] | -11 | 1 | -7 | 0 | -0.5 | -1 | -8 | 6 | 2 | 2.5 |
| 11 | Cc1ccc(C)n1NC(=O)c1ccccc1O | -7 | -2 | 5 | 10 | -0.1 | -5 | -6 | -18 | -2 | 0.4 |
| 12 | O=S(=O)(NC(=S)NC1CCCCC1)c1ccc(Cl)cc1 | -13 | -2 | -8 | 6 | -3.2 | 2 | 0 | 18 | 1 | 0.2 |
| 13 | CC(NC(=O)CN(C)CC(=O)Nc1cccc(F)c1)c1ccccc1 (stereo not given) | -2 | 2 | -4 | -1 | -0.7 | -4 | -6 | 15 | -3 | 0.8 |
| 14 | COc1ccc(-n2c3c(cc(C#N)c2=O)C(=O)CCC3)cc1 | -8 | -4 | 14 | -1 | 0.3 | -1 | -4 | 0 | 3 | 4.5 |
| 15 | CCN1CCN(c2ccc(NC(=O)c3cccc4ncccc34)cc2)CC1 | -2 | -1 | 1 | 1 | -1.5 | 3 | -6 | 22 | 0 | -0.9 |
| 16 | CC(=O)Nc1nc2n(n1)C(c1ccc(F)cc1)C=C(c1ccccc1)N2 (stereo not given) | -14 | 3 | -421 | -3 | -0.5 | 2 | -35 | -27 | -2 | 8.7 |
| 17 | Cc1cccc(OCC(O)Cn2ccnc2C)c1 (stereo not given) | 1 | 2 | 12 | -1 | -0.1 | 3 | -11 | 12 | . | 0.0 |
| 18 | CCN(CC)S(=O)(=O)c1ccc(Cl)c(C(=O)NCC2CCCO2)c1 (stereo not given) | 12 | -2 | 7 | 3 | -0.3 | 3 | -9 | 34 | -7 | 1.5 |
| 19 | N#CC1=C(SCc2ccccc2Cl)NC(=O)C(C(N)=O)C1 (stereo not given) | -10 | -2 | -3 | 0 | -2.6 | -2 | -8 | 12 | 1 | 0.5 |
| 20 | Cc1cccc(OCCNC(=O)CSc2ccc(C(F)(F)F)cc2[N+](=O)[O-])c1 | 3 | 0 | 3 | -3 | -1.5 | 1 | 6 | 3 | 0 | 1.9 |
| 21 | C/C(=N\NC1=NCCN1)c1ccccc1 | . | 3 | -18 | . | -1.0 | . | . | 10 | -1 | 2.3 |
| 22 | O=C(c1ccc(F)cc1)N1CCN(C2CCCCC2)CC1 | -6 | -2 | -3 | -1 | -0.1 | -5 | -3 | 2 | -6 | -2.0 |
| 23 | Fc1ccc(-c2cc3nc(-c4ccccc4)cc(N4CCN(CCN5CCOCC5)CC4)n3n2)cc1 | -10 | -2 | . | -2 | -5.2 | 5 | 1 | 6 | -1 | -0.9 |
| 24 | Cc1ccc2c(COC(=O)C3CSC4(C)CCC(=O)N34)cc(=O)oc2c1C (stereo not given) | -7 | 0 | 5 | -1 | -0.8 | 5 | 0 | -6 | . | 0.6 |
| 25 | CSc1nc2sc3c(c2c(=O)n1C)CCC3 | 1 | -4 | -2 | -3 | -0.8 | -1 | -1 | 10 | 71* | 0.5 |
| 26 | Cc1ccc(C(=O)NCc2ccncc2)cc1S(=O)(=O)N1CCOCC1 | 4 | -2 | -5 | 1 | -0.9 | -3 | -2 | . | -1 | 0.6 |
| 27 | CC(C)(C)C(=O)Nc1ccc(/C=C/C(=O)c2ccco2)cc1 | 0 | 2 | -3 | 2 | -0.3 | -7 | -5 | -4 | -5 | 1.7 |
| 28 | CCn1c(O)c(C(C#N)=C2N=c3ccccc3=N2)c2ccccc21 | -11 | -8 | -1 | 0 | . | 9 | -9 | -25 | -1 | 0.4 |
| 29 | O=C(Oc1ccccc1C(=O)Oc1ccccc1)c1cccnc1 | -8 | -1 | 0 | 0 | 0.5 | 0 | 7 | 15 | -1 | -0.3 |
| 30 | COc1ccc(S(=O)(=O)Nc2cc(C(=O)NC3CCCCCC3)ccc2N2CCOCC2)cc1 | -1 | -5 | 15 | 0 | -2.6 | 3 | -12 | -14 | 22 | 1.3 |
| 31 | CCc1ccc(/C=C2/C(=O)N(C)C(=S)N2CC(=O)OC)s1 | -7 | 9 | . | -5 | -0.9 | 26 | -11 | -11 | -6 | 5.4 |
| 32 | CC(C)Cn1c(C23CC4CC(CC(C4)C2)C3)n[nH]c1=S | -8 | 1 | 6 | -1 | 0.0 | -4 | 3 | -7 | -3 | -0.6 |
| 33 | O=C1CN(C(=O)CNCc2ccc(Cl)cc2)c2ccccc2N1 | -7 | -3 | 5 | 1 | -0.6 | 0 | 2 | 10 | -7 | 0.3 |
| 34 | CSc1nc(N2CCOCC2)c2c3c(sc2n1)CCC3 | -2 | -1 | 2 | -3 | 0.1 | -6 | -9 | -29 | -1 | -1.1 |
| 35 | COc1ccc(Cn2ccnc2SCC(=O)NC2CCCC2)cc1 | -4 | -1 | -8 | 0 | -2.3 | -3 | 1 | 31 | -1 | -0.7 |
| 36 | CCCCN(CC)Cc1c(O)ccc2c3c(c(=O)oc12)CCC3 | -3 | -5 | 10 | 1 | -0.8 | 1 | -2 | 5 | -2 | 2.3 |
| 37 | Cc1c(NS(=O)(=O)c2cc(C(=O)NCCc3ccc(F)cc3)cc(Cl)c2Cl)c(=O)n(-c2ccccc2)n1C | -2 | 7 | 10 | 1 | -2.3 | -6 | 0 | -25 | 3 | -2.7 |
| 38 | COc1ccc(C2(c3ccc(OC)cc3)NC(=O)N(Cn3nnc4ccccc4c3=O)C2=O)cc1 | 3 | -3 | -5 | 2 | -1.8 | 3 | -5 | 24 | 6 | -0.4 |
| 39 | Cc1ccc2[nH]c3c(=O)n(CCN4CCNCC4)cnc3c2c1 | 4 | -2 | 7 | -1 | -1.8 | 5 | -9 | 14 | -3 | 0.5 |
| 40 | Cc1ccccc1N(CC(=O)O)S(C)(=O)=O | -4 | 0 | -3 | 1 | 0.7 | -3 | -18 | 26 | -3 | 0.5 |
| 41 | COC(=O)c1cn(C)c2ccc(S(=O)(=O)N3CC(C)CC(C)C3)cc2c1=O (stereo not given) | 4 | -5 | 8 | -2 | 0.5 | 1 | -5 | 16 | . | 0.4 |
| 42 | Cn1c(SCC(=O)N/N=C/C=C/c2ccco2)nc2ccccc21 | 0 | -2 | 14 | -2 | -3.5 | 5 | -2 | 2 | -1 | -0.1 |
| 43 | CC(C)(C)NC(=O)CSc1nncn1NCc1c(Cl)cccc1Cl | -8 | -6 | 3 | 2 | . | -3 | -1 | 6 | -5 | 0.7 |
| 44 | Cc1ccc(-n2c3c(c(=O)[nH]c2=O)C(NS(=O)(=O)c2ccc(Cl)cc2)(C(F)(F)F)C(=O)N3)cc1 (stereo not given) | -8 | -5 | -1 | 1 | -2.1 | 3 | -1 | 9 | 2 | 0.1 |
| 45 | c1csc(-c2nnc(NC3CCCCC3)c3ccccc23)c1 | 15 | 2 | 26 | -4 | -3.3 | -4 | 0 | 3 | -3 | 1.6 |
| 46 | Cc1ccccc1CSc1nncn1N | 4 | -4 | 10 | -1 | 0.1 | 5 | -4 | 1 | -3 | -1.2 |
| 47 | CSc1nc(N(C)NC(=O)c2ccc(Cl)cc2)c2ccccc2n1 | 0 | -6 | 10 | -7 | -1.6 | 5 | -11 | 14 | -2 | -0.3 |
| 48 | O=C(NCCc1ccccc1)c1cc(-c2ccco2)on1 | -6 | -5 | 9 | -6 | -0.9 | 9 | -6 | 4 | . | -0.3 |
| 49 | Cc1ncc([N+](=O)[O-])n1CCOC(=O)c1ccccc1 | 0 | -3 | -7 | 1 | -2.9 | 9 | 7 | 19 | -3 | 1.9 |
| 50 | COc1cc(OC)c(/C=N/NC(=O)c2ccncc2)cc1Br | . | -3 | 0 | . | -3.1 | . | . | -48 | 0 | -0.4 |
| 51 | Cc1cccc(C)c1NC(=O)CCCn1nc(C)c2c(C)n(-c3ccccc3)nc2c1=O | 0 | -2 | -8 | 0 | -0.3 | -3 | -2 | -41 | 3 | 0.0 |
| 52 | COCCCNC(=O)c1cccc(C(=O)NCCCOC)c1 | -5 | -3 | 10 | -2 | -1.0 | -1 | -5 | 11 | . | -0.9 |
| 53 | N#Cc1ccccc1OCC(=O)OCC(=O)c1c[nH]c2ccccc12 | 2 | -4 | 1 | 0 | -1.0 | 1 | -2 | 21 | -3 | -4.8 |
| 54 | O=C(CSc1nc2c(oc3ccccc32)c(=O)n1CC1CCCO1)NCc1ccccc1 (stereo not given) | -8 | -1 | -3 | -2 | -0.4 | -6 | -5 | -5 | -2 | 1.0 |
| 55 | CC(=O)NC(CC(=O)Nc1ccc(S(=O)(=O)Nc2nccs2)cc1)c1ccccc1 (stereo not given) | -17 | -1 | -5 | -1 | -3.2 | -8 | 8 | 44 | 4 | 0.6 |
| 56 | O=C(Nc1nc2ccc(S(=O)(=O)N3CCCC3)cc2s1)C1CCCCC1 | -5 | 6 | -2 | -1 | -0.8 | 3 | -9 | -23 | . | -1.7 |
| 57 | Cc1nn(C)c(Cl)c1/C=C/C(=O)O | . | -3 | 1 | . | -0.4 | . | . | 19 | -2 | 0.4 |
